# S1P3 antagonist = blocks the human S1P3 receptor | Q99500 | AID 485 | CHO S1P3 NFAT-BLA reporter, FRET fluorescence, antagonist mode | inhibition, % at 4.98 µM | actives 0.27% (n = 170,000);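 active = inhibition above the plate cutoff, the mean inhibition of test wells on that plate plus 3 SD, cut at about 28% in these data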;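 note: cells challenged with S1P at its EC80 of 0.8 µM; blue over green emission ratio from cleaved BLA substrate after 4 h stimulation; 0% = S1P-stimulated wells and 100% = unstimulated DMSO-only wells; some compounds past the cut are filed as inactive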
# PPARg SRC-2 ag = agonists of SRC-2 recruitment by human PPARgamma. PPARgamma LBD-SRC-2 recruitment, biochemical. activation, % at 8 µM. P37231. actives 0.34% (n = 200,000). AID 1032; in the data active = activation above about 22%;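 note: 0% = vehicle and 100% = reference agonist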
# Target sequence (P37231 whole entry, looked up, the tested form may be a part): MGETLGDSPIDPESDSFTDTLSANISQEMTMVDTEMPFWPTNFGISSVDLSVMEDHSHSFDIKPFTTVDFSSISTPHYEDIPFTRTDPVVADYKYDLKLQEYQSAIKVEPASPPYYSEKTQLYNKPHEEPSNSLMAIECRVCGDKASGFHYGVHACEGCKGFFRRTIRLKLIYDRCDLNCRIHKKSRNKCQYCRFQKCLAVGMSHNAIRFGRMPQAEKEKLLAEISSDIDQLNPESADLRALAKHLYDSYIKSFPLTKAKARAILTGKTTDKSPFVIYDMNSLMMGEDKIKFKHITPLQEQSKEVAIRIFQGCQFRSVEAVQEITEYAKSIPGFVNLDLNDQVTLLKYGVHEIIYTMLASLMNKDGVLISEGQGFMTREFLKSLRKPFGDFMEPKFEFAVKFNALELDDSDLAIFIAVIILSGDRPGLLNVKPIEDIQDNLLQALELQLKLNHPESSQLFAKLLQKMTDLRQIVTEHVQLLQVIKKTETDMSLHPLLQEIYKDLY
# STAT3 inh = reduces IL-6 driven STAT3 reporter signal. U3A cells, IL-6 STAT3-luciferase reporter, luminescence; host cell line lacks STAT1. inhibition, % at 5.5 µM. actives 0.89% (n = 190,000);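 active = inhibition above the mean inhibition across all screened compounds plus 3 SD, cut at about 44% in these data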;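 note: 0% = DMSO only wells and 100% = 100 µM nifuroxazide control wells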
# STAT1 blocker = STAT1 signaling inhibition. NIH 3T3 STAT1-luciferase reporter, IFN-gamma, luminescence. inhibition, % at 5.5 µM. actives 0.35% (n = 200,000);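 active = inhibition above a set limit, the mean inhibition across all tested compounds plus 3 SD, cut at about 34% in these data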;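 note: 0% = IFN-gamma with DMSO and 100% = IFN-gamma with 300 µM nifuroxazide; values of inactives mirror those of a sister screen read the other way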
# STAT3 activator = activators of IL-6 induced STAT3 signaling | U3A cells, IL-6 STAT3-luciferase reporter, luminescence; 100% = signal with IL-6 EC80 alone | activation (% of control), % at 5.6 µM | actives 0.91% (n = 190,000) | AID 871;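 active = activation above the screen-wide mean of compound activation plus 3 SD, cut at about 130% in these data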;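 note: 0% = background luminescence of wells with medium and substrate only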
#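 System – human U3A cells carrying STAT3-luciferase construct · Probe or stimulus – Interleukin-6, 33 ng/mL · Schedule – compound 1 h, then IL-6 6 h at 37 °C · Signal – luminescence from STAT3-driven luciferase reporter · Evaluation – percent of IL-6-only median luminescence · Benchmarks – IL-6-only high control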
# ROMK mod = modulators of human ROMK potassium channel | Tet-inducible ROMK, thallium flux fluorescence; actives lie on both sides | B-score at 10 µM | actives 2% (n = 130,000) | P48048;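 active = signal ratio slope over the read window, or its plate-corrected B-score, at least 3 SD from the plate mean, either direction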;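 note: B-score of the F/F0 ratio slope over 7 to 12 s after thallium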
# Target sequence (P48048 whole entry, looked up): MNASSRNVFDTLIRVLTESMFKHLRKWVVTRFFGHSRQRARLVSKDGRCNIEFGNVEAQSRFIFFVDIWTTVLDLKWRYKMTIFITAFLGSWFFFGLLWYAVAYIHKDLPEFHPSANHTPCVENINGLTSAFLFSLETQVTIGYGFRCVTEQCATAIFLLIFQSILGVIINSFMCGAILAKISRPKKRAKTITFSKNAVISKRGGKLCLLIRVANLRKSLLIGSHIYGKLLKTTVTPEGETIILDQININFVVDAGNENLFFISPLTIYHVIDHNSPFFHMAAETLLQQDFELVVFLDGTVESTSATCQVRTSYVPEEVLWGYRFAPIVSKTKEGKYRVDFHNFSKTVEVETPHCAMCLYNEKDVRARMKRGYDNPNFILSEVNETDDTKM
# SRC2 TRFRET art = flags TR-FRET format artefacts in PPARgamma SRC-2 recruitment agonist screen | TR-FRET artefact counter-screen; active compounds read high | TR-FRET ratio at 8 µM | actives 0.4% (n = 200,000); in the data active = TR-FRET ratio above about 2000; note: inactives centre near 1500
# TLR4-MyD88 BLA = blocks binding of human TLR4 to MyD88. HeLa CL3-4 TLR4/MyD88 BLA complementation, FRET ratio. inhibition, % at 8.4 µM. AID 861. actives 0.18% (n = 200,000); in the data active = inhibition above about 25%;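 note: 0% = vehicle and 100% = reference inhibitor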
# PPARg SRC-3 ag = PPARgamma-driven SRC-3 recruitment agonism. biochemical PPARgamma/SRC-3 coactivator recruitment assay. activation, % at 8 µM. AID 731. P37231. actives 0.26% (n = 200,000); in the data active = activation above about 23%;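 note: 0% = DMSO and 100% = reference agonist; some compounds past the cut are filed as inactive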
# RAM inhibit = inhibitors of the yeast RAM network; S. cerevisiae dse1pr::URA3 reporter, 5-FOA growth OD615, 2 d; analog-sensitive cbk1-as2 kinase mutant strain; inhibition, % at 50 µM; actives 1.8% (n = 190,000); AID 868;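 active = inhibition above a set limit, 3 SD over mean compound inhibition, cut at about 8.4% in these data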;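 note: 0% = DMSO-only wells with no growth and 100% = 10 µM 1-NA-PP1 full growth; inhibition rescues growth on 5-FOA so higher OD means more RAM inhibition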
# PPARg SRC1 recr = agonists of human PPARgamma SRC-1 coactivator recruitment; P37231; PPARgamma-SRC-1 coactivator recruitment biochemical assay; activation, % at 8 µM; actives 0.41% (n = 200,000); in the data active = activation above about 19%;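 note: 0% = DMSO and 100% = reference agonist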
# The depositor's hits bear a star; . = no result given.
SMILES,S1P3 antagonist,PPARg SRC-2 ag,STAT3 inh,STAT1 blocker,STAT3 activator,ROMK mod,SRC2 TRFRET art,TLR4-MyD88 BLA,PPARg SRC-3 ag,RAM inhibit,PPARg SRC1 recr
COc1ccccc1/C=C/C=N/NC(=O)c1ccc(=O)n(C)c1,-5,-6,-7,-19,105,.,1734,17,-1,2.5,1
Cc1ccccc1NC(=S)NC(C)CCc1ccccc1 (configuration not stated),-5,10,19,0,87,.,1557,3,5,0.9,13
COC(=O)c1ccc(CNC(=O)CSc2nnc(COc3ccccc3)n2C)o1,-7,2,-4,1,106,0.24,1350,1,-4,2.6,-3
CC1=NNC(=O)C1CC(=O)N/N=C/C(C)=C/c1ccccc1 (configuration not stated),0,6,3,2,102,-0.044,1654,0,0,2.0,13
O=C(NC(=S)NCc1cccnc1)c1ccccc1[N+](=O)[O-],6,-3,12,6,92,0.97,1723,-25,1,2.8,5
Cc1cccc(C)c1OCCN1C(=O)NC(C)(c2ccccc2)C1=O (configuration not stated),-10,-2,-4,-8,109,-1.5,1409,-11,1,3.7,4
O=C(CC1Sc2ccccc2NC1=O)OCc1cc(=O)oc2cc(O)ccc12 (configuration not stated),-6,1,-22,-1,116,-2,1631,-11,5,2.9,7
CCn1cc(C(=O)N2CCN(c3ccc(OC)cc3)CC2)c(=O)c2cc(S(=O)(=O)N3CCCCC3)ccc21,-10,9,-9,6,110,0.0022,1572,0,1,2.6,-8
Cc1ccccc1NC(=S)Nc1cccc2cnccc12,-5,1,-3,-2,108,-0.67,1492,10,-3,2.1,-6
Cc1cc(NC(=O)CCC(=O)NNC(=O)c2ccc(C(C)(C)C)cc2)no1,11,-8,-12,-19,107,-0.52,1320,-19,-2,-1.3,1
COc1ccc(C)cc1S(=O)(=O)N(CC(N)=O)Cc1ccccc1,4,1,7,-3,97,0.49,1634,10,-11,-1.3,1
COc1ccccc1/C=C/C=N/NC(=O)CCn1nnc2ccccc21,3,-1,8,-4,95,-0.074,1623,2,4,1.9,2
COCCN1CN(S(=O)(=O)c2ccc(Cl)cc2)c2nc3ccccc3nc21,.,8,-3,-1,103,.,1488,-1,12,0.8,2
Cc1cc(C)c(S(=O)(=O)N2CCN(C(=O)c3cccs3)CC2)c(C)c1,0,14,-4,5,109,0.38,1663,4,1,-0.8,-8
CSc1nnc(CNC(=O)c2ccccc2)n1-c1cccc(C)c1,-31,6,2,0,98,.,1720,-1,3,-0.6,4
CCC(=O)Oc1ccc2c(C)cc(=O)oc2c1C(=O)c1ccccc1,13,-4,-6,1,108,.,1359,-14,0,0.7,6
CCOC(=O)c1nc2sc3c(c2c(=O)[nH]1)CCCC3,0,-4,6,-9,98,0.97,1369,-4,-10,1.9,1
Cc1nccn1-c1cc(C(C)(C)C)nc2c(-c3ccccc3)cnn12,-1,7,0,-7,100,2.1,1707,-10,6,1.5,-2
Cc1ccc(C(=O)N(CN2CCCC2=O)c2ccc(F)cc2)cc1,-5,-2,4,-9,101,.,1384,-10,0,-1.2,-4
COc1ccc(OC)c(NC(=O)C2CCN(c3cc(-c4ccccc4)nc4ncnn34)CC2)c1,.,6,28,26,82,-0.023,1605,9,7,6.5,1

# Next section (two carried over from the part before).
SMILES,S1P3 antagonist,PPARg SRC-2 ag,STAT3 inh,STAT1 blocker,STAT3 activator,ROMK mod,SRC2 TRFRET art,TLR4-MyD88 BLA,PPARg SRC-3 ag,RAM inhibit,PPARg SRC1 recr
Cc1ccc(C(=O)N(CN2CCCC2=O)c2ccc(F)cc2)cc1,-5,-2,4,-9,101,.,1384,-10,0,-1.2,-4
COc1ccc(OC)c(NC(=O)C2CCN(c3cc(-c4ccccc4)nc4ncnn34)CC2)c1,.,6,28,26,82,-0.023,1605,9,7,6.5,1
COc1ccc(C)cc1NC(=S)NC12CN3CN(CN(C3)C1)C2,6,-1,6,0,98,-0.16,1601,2,-5,0.6,5
CN(C)/C=C/C(=O)c1cnc(-c2ccccc2Cl)s1,-4,14,16,-45,90,0.27,1586,-6,0,-0.2,0
C=CCOc1ccccc1/C=N/O,20,-3,2,5,107,.,1668,-6,2,-0.6,1
Cc1nc(C)c(/C(O)=C/c2nc3ccc([N+](=O)[O-])cc3oc2=O)o1,-20,-7,-1,4,101,-0.12,1766,-10,4,1.5,9
CC(=O)c1ccccc1OC(=O)COc1ccc(Cl)cc1C,1,7,14,-2,96,0.28,1365,-23,4,0.8,5
Nn1c(SCC(=O)N2CCOCC2)nnc1C1CC1,-6,3,-9,-3,111,1.2,1626,0,-1,2.4,-3
C=CCNC(=O)c1ccccc1S(=O)c1ccccc1C#N (configuration not stated),.,3,-2,1,102,.,1652,5,-7,2.1,0
Cc1c(CCO)sc[n+]1CC(=O)OC12CC3CC(CC(C3)C1)C2,-10,0,-6,-6,104,.,1545,6,0,0.9,-1
CC(=O)N1CC(=O)N=C1SCC(=O)Nc1nc(-c2ccccc2)c(-c2ccccc2)s1,-6,18,3,3,98,-2.1,1758,-16,10,5.9,17
COc1ccccc1N1CCN(C(=O)CCNS(=O)(=O)c2ccc3c(c2)CCC(=O)N3)CC1,-1,5,0,0,101,.,1516,-6,-6,0.8,0
CCc1ccc2[nH]cc(C(=O)N3CCCCCC3)c(=O)c2c1,-17,-4,3,7,103,-0.31,1507,-13,11,0.4,1
Cc1cccc(CN2CCN(CC(=O)NCCCN3CCCC3=O)C2=O)c1,-26,4,13,-7,93,0.12,1548,-1,1,-0.1,0
CCOC(=O)C(NC(C)=O)(NS(=O)(=O)c1ccccc1)C(F)(F)F (configuration not stated),-14,17,-2,-9,105,0.3,1706,-3,0,0.0,6
CCOC(=O)CCCNC(=O)COC(=O)CCC(=O)c1ccc(F)cc1,5,-6,-4,2,109,.,1523,21,-2,-0.3,5
COc1ccc(/C=N/Nc2nncc3ccccc23)cc1,-10,3,64*,-22,45,.,1493,-4,0,1.0,12
COc1ccnc(Nc2cccc(C)c2)c1C#N,.,9,0,-11,105,.,1616,2,1,-0.4,12
CN(C)CCN1CCc2ccccc21,.,10,4,0,97,0.62,1731,-5,8,4.1,5
CCCN1C(=O)c2cc(C(=O)Nc3ccc(OC)cc3OC)ccc2C1Nc1ccc(OC)cc1OC (configuration not stated),16,-1,11,4,96,-3.7*,1472,20,0,5.9,0
Cn1cc(CN2CCC(C(O)CCc3ccccc3)CC2)c(-c2ccccc2F)n1 (configuration not stated),4,11,12,1,94,-1.8,1737,-14,5,-0.3,5
Cc1cc(C(F)(F)F)nn1C(=O)c1cccnc1Cl,.,-1,-4,-5,103,0.85,1620,-5,-2,1.5,8

# Full records, quoted from the list:
# Record of `Cc1nccn1-c1cc(C(C)(C)C)nc2c(-c3ccccc3)cnn12` : S1P3 antagonist = -1; PPARg SRC-2 ag = 7; STAT3 inh = 0; STAT1 blocker = -7; STAT3 activator = 100; ROMK mod = 2.1; SRC2 TRFRET art = 1707; TLR4-MyD88 BLA = -10; PPARg SRC-3 ag = 6; RAM inhibit = 1.5; PPARg SRC1 recr = -2
# Record of `Cc1cc(C)c(S(=O)(=O)N2CCN(C(=O)c3cccs3)CC2)c(C)c1` : S1P3 antagonist = 0; PPARg SRC-2 ag = 14; STAT3 inh = -4; STAT1 blocker = 5; STAT3 activator = 109; ROMK mod = 0.38; SRC2 TRFRET art = 1663; TLR4-MyD88 BLA = 4; PPARg SRC-3 ag = 1; RAM inhibit = -0.8; PPARg SRC1 recr = -8

# Further compounds:
SMILES,S1P3 antagonist,PPARg SRC-2 ag,STAT3 inh,STAT1 blocker,STAT3 activator,ROMK mod,SRC2 TRFRET art,TLR4-MyD88 BLA,PPARg SRC-3 ag,RAM inhibit,PPARg SRC1 recr
COc1ccc(S(=O)(=O)N2CCCCC2)cc1NC(=O)C1CCCO1 (configuration not stated),-4,-1,-6,-1,107,-0.081,1688,-1,-1,0.9,5
COC(=O)c1[nH]c2ccc(Br)cc2c1NC(=O)Oc1ccccc1,.,30*,0,-8,102,.,1806,3,24,2.0,20*
Cc1occc1C(=O)N/N=C/c1ccc(Cl)c([N+](=O)[O-])c1,6,-4,10,-12,95,-0.95,1333,9,1,0.1,0
O=C1CC(N(O)c2ccccc2)C(=O)N1c1cc(Cl)cc(Cl)c1 (configuration not stated),5,8,24,4,83,-0.031,1451,-7,-3,3.0,-3
COc1ccccc1NC(=O)c1cc2n(n1)C(C(F)(F)F)CC(c1ccc3c(c1)OCO3)N2 (configuration not stated),16,9,6,6,95,0.56,1583,-1,10,4.4,6
O=C(CN1CCCCC1)Nc1nnc(-c2ccc([N+](=O)[O-])cc2)s1,.,5,6,8,99,.,1588,4,0,3.2,2
CCOC(=O)C1=C(O)/C(=C\c2ccc(OC)c(OC)c2)N=C1C,.,11,-3,-3,106,.,1653,0,17,-0.3,7
CC(=O)Nc1nnc(SCc2ccc(C(=O)Nc3ccccc3F)cc2)s1,-11,-3,13,-3,91,1.2,1804,-9,-2,0.6,9
Cc1noc(C)c1S(=O)(=O)N1CCC(C(=O)NCCN2CCC(C)CC2)CC1,.,-2,12,1,96,-0.03,1560,8,11,1.7,2
CCOc1ncccc1C(=O)N(C)CC(=O)Nc1ccc(F)cc1,-30,1,1,4,101,0.7,1517,-4,-4,-0.7,1
COCc1cc(C)c2c(N)c(C#N)sc2n1,.,-1,21,-6,84,0.52,1444,-3,-7,0.8,2
O=C(CN1CCN(c2ccccn2)CC1)Nc1ccccc1,.,8,4,3,98,-0.33,1573,-1,-4,0.5,6
CSc1ccccc1NC(=O)c1cc(-c2cccs2)on1,-2,-2,-9,-29,113,.,1422,-1,7,3.0,2
O=C(CCSCCC(=O)NCc1ccccc1)NCc1ccccc1,.,1,-9,-4,109,.,1566,-7,-2,1.6,4
COC(=O)C1=NNC2C(=O)N(c3ccc(C)cc3)C(=O)C12 (configuration not stated),7,3,-2,-13,104,1.4,1713,-20,-1,0.4,9
Cc1c(C(=O)O)cccc1-c1ccc(C=O)o1,-8,1,-8,-19,107,1.9,1665,-7,4,1.3,0
NC(=O)C1c2ccccc2CSc2ccccc21 (configuration not stated),.,6,9,3,98,0.057,1422,-11,12,0.9,-2
CN=c1scc(-c2ccc(Br)cc2)n1C,.,0,9,-1,95,-0.11,1503,-12,3,-0.9,2
COc1ccc(N(C(=O)c2ccco2)C(C(=O)NC2CCCC2)c2ccc(N(C)C)cc2)cc1OC (configuration not stated),-17,11,5,10,99,.,1678,-1,2,1.4,-4
CSc1ccc(CNc2ccc(C)c(C)c2)cc1,.,6,5,-18,104,.,1534,1,5,0.6,5
COc1ccc(N2C(=O)CSC23C(=O)Nc2ccccc23)cc1OC (configuration not stated),-44,-3,-11,4,113,.,1363,10,-4,2.0,-5
OCC(O)/C=N/Nc1nc2ccccc2s1 (configuration not stated),13,1,-11,-17,122,1.1,1301,5,1,1.2,-16
CCC(C)[C@H](N)c1nnc(SCC(=O)c2ccc(Cl)cc2)o1 (some centres not stated),.,5,21,6,82,-1.7,1729,11,7,1.5,6
Cc1ccc(NC(=O)N2CCc3ccccc32)cc1C,-2,5,62*,7,50,0.0079,1693,3,4,-0.4,0

# Assay outcomes from PubChem.
